# PKA-R2B activ: activators of human PKA-R2B complex. PKA-R2B holoenzyme dissociation, Cy5-IP20 fluorescence polarization; R2B truncated from residue 108, S112A mutant; 0% DMSO only, 100% 113 µM cGMP. activation, % at 11.4 µM. actives 0.079% (n = 340,000);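 active means activation above a cutoff set at the mean over all compounds plus 3 SD, cut at about 18% in these data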;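 further: higher means more holoenzyme dissociation and a rise in polarization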
# Ecoli viability: reduces bacterial viability in AddAB counter-screen | E. coli V3065 growth, OD600 absorbance, 18 h | inhibition, % at 11.9 µM | actives 0.27% (n = 330,000) | AID 449728;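 active means inhibition above the campaign's mean inhibition across all tested compounds plus 3 SD, cut at about 9.9% in these data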;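 further: uninfected addAB+ strain grown without phage in ampicillin broth; 0% = DMSO wells and 100% = ciprofloxacin 0.95 µg/ml wells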
# MOR-DOR inv ag: mu-delta opioid heterodimer inverse agonism; P35372+P41143; cell-based MOR-DOR heterodimer luminescence; inhibition, % at 9.3 µM; actives 0.21% (n = 340,000); AID 504357; in the data active means inhibition above about 22%, passing the limit was not always enough;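 further: 0% = cells with DMSO and 100% = wells without cells with DMSO; values of inactives mirror those of a sister screen read the other way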
# Target sequence (P35372 whole entry, looked up): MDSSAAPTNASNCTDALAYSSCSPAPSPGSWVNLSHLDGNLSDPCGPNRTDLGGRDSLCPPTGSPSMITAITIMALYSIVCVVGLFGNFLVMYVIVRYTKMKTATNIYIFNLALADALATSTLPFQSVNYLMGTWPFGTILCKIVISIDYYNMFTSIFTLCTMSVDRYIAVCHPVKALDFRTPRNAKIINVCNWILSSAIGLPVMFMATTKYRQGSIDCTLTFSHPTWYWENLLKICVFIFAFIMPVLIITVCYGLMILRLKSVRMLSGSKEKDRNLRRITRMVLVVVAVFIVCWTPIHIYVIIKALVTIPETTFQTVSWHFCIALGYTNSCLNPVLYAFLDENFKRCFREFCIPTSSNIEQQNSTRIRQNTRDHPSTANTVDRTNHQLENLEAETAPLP
# Target sequence (P41143 whole entry, looked up): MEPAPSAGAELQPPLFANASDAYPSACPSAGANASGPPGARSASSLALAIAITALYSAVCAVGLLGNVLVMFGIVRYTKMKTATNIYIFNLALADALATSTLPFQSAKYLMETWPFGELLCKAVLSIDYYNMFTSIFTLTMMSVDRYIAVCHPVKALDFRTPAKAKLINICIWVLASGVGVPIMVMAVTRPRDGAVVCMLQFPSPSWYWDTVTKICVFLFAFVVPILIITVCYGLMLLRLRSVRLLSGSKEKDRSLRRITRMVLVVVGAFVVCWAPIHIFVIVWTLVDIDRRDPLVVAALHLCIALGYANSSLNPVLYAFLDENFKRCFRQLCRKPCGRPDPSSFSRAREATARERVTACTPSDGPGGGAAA
# MOR-DOR ag: OPRM1-OPRD1 heterodimerization agonism; cells, luminescence; activation, % at 9.3 µM; actives 0.3% (n = 340,000); AID 504326; in the data active means activation above about 18%;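 further: 0% = vehicle-treated cells and 100% = reference agonist; values of inactives mirror those of a sister screen read the other way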
# SUMO Mot1 rescue: SUMOylation pathway inhibition by Mot1-301 growth rescue | actives 1% (n = 320,000) | AID 2716 | S. cerevisiae Mot1-301 growth rescue, ATP luminescence, 38.5C; percent above DMSO median, 100 means doubled | growth rescue, % at 18.8 µM;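 active means every valid replicate shows activation above 250% relative to neutral control wells; inactive means the rest, any valid replicate at or below 250%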;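 further: OY570 slx delta 5 strain wells were the positive control but not used for scaling; some compounds called inactive have numbers as strong as hits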
# PKA-R1A activ: PKA-R1A complex activation; activation, % at 11.4 µM; PKA-R1A dissociation, Cy5-IP20 fluorescence polarization; scaled: DMSO 0%, 113 µM cGMP 100%; P00514+P68181; actives 0.083% (n = 340,000);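 active means percent activation above the mean of all tested compounds plus 3 SD, cut at about 19% in these data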;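 further: higher means more PKAc released from R1A so a rise in polarization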
# phage Ecoli inh: E. coli growth loss with phage present. growth absorbance. actives 0.26% (n = 360,000). AID 651602. inhibition, % at 11.9 µM; in the data active means inhibition above about 11%
# HTR5A inv ag: HTR5A inverse agonism, opioid heterodimer counter-screen; HTR5A cell line, luminescence; inhibition, % at 9.3 µM; actives 0.083% (n = 340,000); AID 504634; in the data active means inhibition mostly above about 23%, no sharp cut-off; inactive means mostly below about 18%;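 further: 0% = cells with DMSO and 100% = no-cell wells with DMSO; some compounds called inactive have numbers as strong as hits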
# AddAB inh: less growth of phage-infected E. coli with AddAB | E. coli expressing H. pylori AddAB, absorbance growth | inhibition, % at 11.9 µM | actives 0.29% (n = 330,000) | AID 435030; in the data active means inhibition above about 12%;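 further: 0% = vehicle wells of infected cells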
# PfHsp90 yeast 2: inhibits growth of yeast expressing Plasmodium falciparum Hsp90; S. cerevisiae expressing PfHsp90, BacTiter-Glo ATP, 48 h; yeast lacking PDR1 and PDR3 efflux regulators; inhibition, % at 9.4 µM; actives 0.32% (n = 310,000);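 active means every replicate shows inhibition above about 80%, whatever the replicate mean, limit read from the data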;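 further: 0% = DMSO neutral controls and 100% = 20 µM radicicol positive controls; yeast relying on Plasmodium falciparum Hsp90 in place of its own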
# Tat export inh: blocks Tat-dependent protein export in E. coli; E. coli MC4100 TorA-mCherry Tat export, fluorescence; actives 0.036% (n = 340,000); inhibition, % at 10 µM;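 active means mean replicate inhibition at least 50% and at least half of replicates individually reaching 50%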;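 further: exported cargo escapes ClpAP degradation while cytoplasmic cargo is degraded and loses fluorescence; 0% = median of neutral control wells and 100% = median of NaSCN control wells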
# Active calls of the source: *; · = no result given. Hits appear at their usual frequency (roughly 2.2% active in at least one column).
SMILES,PKA-R2B activ,Ecoli viability,MOR-DOR inv ag,MOR-DOR ag,SUMO Mot1 rescue,PKA-R1A activ,phage Ecoli inh,HTR5A inv ag,AddAB inh,PfHsp90 yeast 2,Tat export inh
CC(C)[C@H](NC(=O)c1ccccc1F)C(=O)OCC(=O)NC(=O)NC1CCCCC1,-5.3,0.1,-24.2,6.2,1.2,5.4,0.4,4.3,2.0,-12.5,7.1
CCOc1cccc(CN2CCN(Cc3ccc(C)o3)C(CCO)C2)c1O (stereo unspecified),4.0,0.7,-10.0,1.8,-11.8,-11.8,1.4,-26.9,1.6,13.2,-11.7
COc1ccc(OC)c(NC(=O)c2ccccc2SC)c1,4.1,-1.2,-16.7,3.1,-22.9,-8.0,2.9,-36.6,2.6,-5.3,21.1
CCCCCn1c(=O)[nH]c2cc(C(=O)NCCCN3CCCCC3CC)ccc2c1=O (stereo unspecified),0.3,-0.1,3.7,-0.5,-7.2,5.5,2.2,-10.0,0.6,17.8,4.9
CC(=O)NCCc1ccc(S(=O)(=O)Nc2ccc(NC(=O)c3ccc(F)cc3)cc2)cc1,0.4,-0.1,8.2,-1.6,-7.7,-1.6,-0.1,-19.6,1.9,-22.8,-4.4
Cc1cc(C(=O)NCCCn2ccnc2)sc1-c1ccccc1,3.0,-2.2,5.7,-1.1,-5.0,6.8,1.2,-13.7,-0.9,·,-1.2
CC(C)[C@H](NC(=O)c1ccccc1)C(=O)OCC(=O)N1CCCc2ccccc21,-17.1,-1.1,-8.7,1.2,·,3.1,2.6,4.0,2.0,11.9,3.1
COc1ccc(OC)c(N/C=C/C(=O)c2ccc(OC)c(OC)c2)c1,0.0,0.1,3.6,-0.7,-1.1,0.9,0.8,-6.6,1.0,-12.9,5.5
CCn1c(SCC(=O)Nc2ccc(N3CCOCC3)c(Cl)c2)nnc1-c1ccc(N)cc1,6.5,-1.2,-0.8,0.1,2.6,-5.2,3.0,1.0,-0.3,·,2.6
CCCC(=O)c1ccc(N2CCOCC2)c(F)c1,1.1,0.1,14.6,-3.5,16.4,-11.7,1.5,7.6,1.8,-9.0,2.3
Cc1ccc(CC2CC(=O)N(CC(=O)O)C2=O)cc1 (stereo unspecified),1.3,-1.3,16.6,-3.3,-11.0,-1.7,2.3,13.1,0.2,-17.2,-4.1
O=C(O)CC/C(=N\NC(=O)c1ccc(F)cc1)c1ccc(Br)cc1,-8.0,0.2,9.6,-1.8,414.1,-17.5,3.9,8.4,1.1,2.6,-2.3
COc1ccc(S(=O)(=O)N2CCOC23CCN(S(=O)(=O)c2ccccc2)CC3)cc1,-6.3,1.9,8.1,-1.3,-1.0,7.1,4.8,10.5,-0.3,7.0,-2.0
NC(=O)C1CCN(C(=O)c2cc(S(=O)(=O)N3CCOCC3)c(Cl)cc2Cl)CC1,-4.3,1.3,19.7,-3.2,8.7,5.3,3.1,-27.5,-0.2,15.8,-7.0
CC1=CC(=C(C#N)C#N)C=C(C)N1Cc1ccccc1,-3.7,-4.4,6.0,-1.0,155.0,5.0,-0.5,2.8,2.9,5.1,-3.2
CCn1c(=O)c(C(=O)Nc2ccccc2)c(O)c2ccccc21,-4.7,-0.8,7.7,-1.6,-10.4,0.0,3.9,-18.4,1.7,11.0,1.4
COc1cccc(-c2n[nH]c(=S)n2Cc2ccco2)c1,-2.9,0.4,-5.6,1.1,-12.2,4.1,0.6,-1.5,0.6,-7.6,5.4
CC(=O)C1CCC2C3CC=C4N(C)C(=O)CCC4(C)C3CCC12C (stereo unspecified),1.4,·,24.5,-5.0,·,-1.8,2.5,9.3,·,5.6,-4.4
Cc1ccccc1NC(=O)Cc1nc(COC(=O)COc2ccccc2C(C)C)cs1,-10.2,2.3,-17.5,4.4,-0.6,-7.0,10.4,-15.3,0.1,-15.9,17.1
CC(C)(C)c1cc(NC(=O)Nc2ccc(Br)cc2Cl)no1,-4.2,3.0,-31.5,6.3,-2.6,1.9,2.9,-25.2,1.0,15.8,-3.0
Cc1ccc(C(=O)Nc2ncccc2S(=O)(=O)c2ccccc2)cc1,-9.0,·,2.5,-0.6,-4.8,3.6,2.1,3.8,·,-13.1,1.6
O=C(NCCNC(=O)c1ccc([N+](=O)[O-])cc1)c1ccncc1,-17.4,-1.1,-13.9,1.9,-0.5,0.8,3.0,-13.7,-0.9,-7.9,-2.2
O=C(NC1CC2CCCC(C1)N2C(=S)NCCc1ccccc1)C1CC1 (stereo unspecified),5.0,0.7,9.5,-2.0,30.7,8.5,4.0,13.1,4.1,5.1,0.9
Clc1ccc(CSc2nncn2-c2ccc3c(c2)OCCO3)cc1,-11.8,-0.4,16.2,-3.2,15.7,-5.9,4.7,-18.1,2.8,21.7,9.7
CCN(Cc1ccccc1)C(=O)CSc1ncn[nH]1,-1.9,-1.3,9.4,-1.5,-13.2,6.1,1.2,16.2,3.9,-6.8,1.6
# New compounds follow:
SMILES,PKA-R2B activ,Ecoli viability,MOR-DOR inv ag,MOR-DOR ag,SUMO Mot1 rescue,PKA-R1A activ,phage Ecoli inh,HTR5A inv ag,AddAB inh,PfHsp90 yeast 2,Tat export inh
c1ccc2c(OCCCCN3CCCC3)cccc2c1,0.6,2.6,6.8,-1.2,571.4,-6.3,1.6,-16.2,3.5,0.6,0.3
CCOC(=O)c1cccc(NC(=O)CCc2ccccc2)c1,3.2,-0.8,-2.3,0.5,-11.8,4.4,-0.3,16.7,-1.5,·,-2.2
Cc1cn(C(C)C)c(=O)n(-c2ccccc2)c1=O,-0.2,·,-0.6,0.1,·,-10.1,-1.1,7.6,·,9.4,0.6
CCOC(=O)c1c(C)[nH]c(C)c1C=O,2.6,0.2,3.2,-0.7,1.1,-10.8,-2.0,0.5,4.5,-7.9,6.3
Cn1c(SCC(=O)N2CCOCC2)nc2c(c1=O)SCC2,-1.6,-2.5,15.9,-3.9,-1.9,-0.9,3.2,-1.5,0.4,-2.9,2.4
Cc1ccc(S(=O)(=O)N2CCC(=O)N(C(COC(=O)Nc3ccccc3)Cc3ccccc3)CC2)cc1 (stereo unspecified),-2.4,2.7,-3.2,0.6,-8.4,-9.9,1.6,-26.3,2.4,2.3,-3.7
CC1(C)c2[nH]c3ccccc3c2C[C@@H]2C(=O)N(c3ccc(F)cc3F)C(=O)N21,-2.7,0.0,9.1,-1.7,10.4,4.0,2.9,-23.4,5.1,-2.3,3.8
Nn1c(SCC(=O)NCc2ccc3c(c2)OCO3)nnc1C1CC1,-4.7,-1.9,5.9,-1.1,-13.8,1.9,3.1,-0.4,0.9,-15.5,2.7
Cc1cc(N2CCOCC2)nc(SCc2c(Cl)cccc2Cl)n1,-10.0,3.1,-13.3,3.0,-23.4,7.5,3.1,6.0,3.3,-34.1,11.5
CC(O)(CS(=O)(=O)Cc1ccc(Cl)cc1)C(=O)Nc1cccc(C(F)(F)F)c1 (stereo unspecified),-1.7,-0.7,4.1,-0.8,5.0,-7.5,·,0.0,-0.2,-0.4,-6.1
Nc1c(S(=O)(=O)c2ccccc2)nnn1-c1ccccc1,-5.3,-0.1,9.8,-1.9,-12.2,-6.0,5.1,-9.8,-1.7,6.2,-1.9
Cc1ccc(-c2nc(NC(=O)c3cc(C(C)(C)C)nn3C)sc2C)cc1Cl,-0.2,-2.6,3.5,-0.7,-8.5,8.0,2.6,-8.5,1.8,-1.1,4.6
COc1ccc(/C=C(/NC(=O)c2ccc(OC)cc2)C(=O)NCCc2c[nH]c3ccccc23)cc1,0.2,-2.5,17.1,-2.9,-8.7,-9.9,3.4,3.8,-1.8,23.3,0.4
CCN1CCN(c2ccc(NC(=O)c3ccc(Cl)c(N4CCCC4=O)c3)cc2)CC1,4.1,0.1,6.4,-1.0,-9.0,8.2,-2.0,12.8,1.7,8.1,-2.1
O=C(N/N=C/c1cccc2ccccc12)c1cccnc1,9.4,-0.2,12.2,-2.1,-11.1,5.5,-0.1,-4.4,-1.6,5.3,-13.9
CN(C)c1ncc(C(=O)O)cn1,0.2,-0.9,4.0,-0.8,9.5,-0.1,0.3,14.7,2.1,·,-5.0
O=C(C1CCN(Cc2ccc(F)cc2)CC1)N(CCc1ccccc1)Cc1ccccc1,0.4,2.9,-20.6,4.0,-8.3,-12.0,3.2,-5.3,7.4,4.1,-4.9
O=C(CC1C(=O)NCCN1CC1CCCCC1)NCc1ccc(F)cc1 (stereo unspecified),-1.2,-1.9,5.9,-1.2,-6.5,-4.5,0.2,-10.5,1.0,7.4,-8.3
COC(=O)c1ccc(NC(=O)CCN2C(=O)C3C4CCC(C4)C3C2=O)cc1 (stereo unspecified),-2.9,0.8,16.4,-3.2,321.5,-11.2,2.8,5.7,-0.6,-6.1,3.8
OC(C#CCN1CCCC1)(c1ccccc1)c1cccnc1 (stereo unspecified),·,1.6,·,·,398.0,·,6.5,·,1.6,-31.5,-1.7
COc1cc2ncc(C(=O)c3ccccc3)c(N3CCN(Cc4ccccc4)CC3)c2cc1OC,-5.8,0.3,-8.8,1.6,7.2,5.6,·,-2.6,0.9,8.5,3.5
CC1(C)C2CCC1(CS(=O)(=O)N1CCCc3ccccc31)C(=O)C2 (stereo unspecified),-2.4,-3.7,-5.2,1.2,-8.6,-6.3,3.2,9.8,1.1,0.9,8.1
CS(=O)(=O)N(CC(=O)N1CCCC1)c1cc(C(F)(F)F)ccc1Cl,4.2,0.4,4.8,-0.9,81.8,8.1,1.1,-15.9,1.9,16.3,-2.4
COC(=O)c1nn(-c2ccccc2)c(Sc2ccc(C)cc2)c1/C=N/O,-10.3,·,3.0,-0.6,·,-13.2,4.2,-15.4,·,11.0,-2.3
CCOc1ncccc1C(=O)OCC(=O)N(CC(C)C)c1c(N)n(Cc2ccccc2)c(=O)[nH]c1=O,-14.8,-1.4,22.0,-4.2,1.9,2.6,1.0,-0.6,-1.5,-34.8,6.9
O=C(CN(C(=O)c1csnn1)c1cccc(Cl)c1)NC1CCCCC1,3.7,-1.9,7.5,-1.1,14.2,6.5,0.0,-20.4,-1.0,20.3,-5.2
CC(/C=C/C=C/c1ccccc1)=N/NC(=O)C(O)c1ccccc1 (stereo unspecified),1.8,-3.0,11.2,-2.3,11.2,6.2,2.2,-8.1,1.4,4.3,-1.7
CC(C)(C)C1CCC(N2CCN(c3ccccc3)CC2)CC1 (stereo unspecified),-1.4,-0.3,-58.3,10.6,-19.6,-0.1,3.3,0.4,5.0,-11.0,1.7
CCc1sc(NC(=O)CN2CCOCC2)nc1-c1ccccc1,-2.4,-2.3,10.2,-2.2,8.4,4.2,-2.8,10.5,0.2,7.0,1.3
COC(=O)c1sccc1NC(=O)c1ccc(OC)c([N+](=O)[O-])c1,-4.4,1.5,10.6,-2.2,513.7,-11.7,-3.0,0.0,1.6,-11.8,-3.7

# Exported bar-delimited: part of the list above
molecule | PKA-R2B activ | Ecoli viability | MOR-DOR inv ag | MOR-DOR ag | SUMO Mot1 rescue | PKA-R1A activ | phage Ecoli inh | HTR5A inv ag | AddAB inh | PfHsp90 yeast 2 | Tat export inh
OC(C#CCN1CCCC1)(c1ccccc1)c1cccnc1 (stereo unspecified) | · | 1.6 | · | · | 398.0 | · | 6.5 | · | 1.6 | -31.5 | -1.7
CC(/C=C/C=C/c1ccccc1)=N/NC(=O)C(O)c1ccccc1 (stereo unspecified) | 1.8 | -3.0 | 11.2 | -2.3 | 11.2 | 6.2 | 2.2 | -8.1 | 1.4 | 4.3 | -1.7

# Source: PubChem
